# Screening data: PubChem, several laboratories
# MEX-5 binding – C. elegans MEX-5 TCR-2 RNA binding activity | Q9XUB2 | MEX-5/FITC-TCR2 RNA binding, fluorescence polarization; stronger effect = lower value | activity score (negative = inhibition of binding), % at 10 µM | 300,000 compounds, 0.38% hits | AID 1832;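 active = inhibition past about -25% in most replicates, and total fluorescence under double the plate's negative control median, limit read from the data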;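 also: 0% = DMSO and -100% = 5 µM competing unlabeled TCR2 RNA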
# GLD-1 TGE inh – GLD-1-TGE RNA interaction inhibition (C. elegans); Q17339; purified GLD-1 + fluorescein TGE RNA, fluorescence polarization; inhibition, % at 5.96 µM; 320,000 compounds, 0.44% hits;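 active = percent inhibition above a per-plate cutoff, the plate mean of test compounds plus 3 SD, cut at about 30% in these data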;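 also: 0% = DMSO wells with GLD-1 and probe and 100% = wells lacking GLD-1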
# Yeast superoxide – yeast age-related superoxide inhibition as caloric restriction mimetic; superoxide response (% of plate mean), % at 10 µM; AID 2690; 330,000 compounds, 0.18% hits; S. cerevisiae aged cells, superoxide DHE fluorescence; stronger effect = lower value;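 active = superoxide response under a set limit, about three screen SD below normal, cut at about 65% in these data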;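 also: yeast aged for seven days with compound at 30 °C before DHE staining; 100% = average MFI of all compound-treated wells on the plate with controls excluded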
# EBNA-1 inh – blocks EBNA-1 binding to DNA | EBNA-1 DNA binding, fluorescence polarization | inhibition, % at 14.8 µM | 300,000 compounds, 0.34% hits | AID 1950; in the data active = inhibition above about 28%
# Fam108B inh – Fam108B inhibition, counter-screen for RBBP9 inhibitors; 300,000 compounds, 0.33% hits; inhibition, % at 9.51 µM; recombinant Fam108B, FP-Rh probe fluorescence polarization;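 active = inhibition above the screen mean inhibition plus 3 SD, computed separately per campaign, cut at about 18% in these data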;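 also: inhibitors lower polarization as less probe binds the enzyme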
# BCLXL inh – inhibitors of human Bcl-xL; Q07817; GST-Bcl-xL / FITC-Bim BH3 peptide fluorescence polarization; inhibition, % at 10.9 µM; 320,000 compounds, 0.7% hits; AID 2129;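 active = inhibition above the mean of all tested compounds plus 3 SD, cutoff set per campaign, cut at about 30% in these data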;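 also: 0% = DMSO wells and 100% = unlabeled Bim-BH3 peptide competitor; inhibitors lower millipolarization by displacing the labeled peptide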
# Target sequence (Q07817 whole entry, looked up): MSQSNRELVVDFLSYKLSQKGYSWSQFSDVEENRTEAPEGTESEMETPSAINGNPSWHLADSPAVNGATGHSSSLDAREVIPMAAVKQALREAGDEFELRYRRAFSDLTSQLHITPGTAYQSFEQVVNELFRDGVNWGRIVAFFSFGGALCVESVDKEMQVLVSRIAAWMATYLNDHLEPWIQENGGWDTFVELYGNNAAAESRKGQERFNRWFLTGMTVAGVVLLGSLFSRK
# Efflux pump mplx – antifungal efflux pump inhibition, Nile Red retention; S. cerevisiae Candida pump triplex; inhibition, % at 10 µM; 330,000 compounds, 0.44% hits; AID 485275;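 active = plate passing quality check with inhibition over a set limit, or well fluorescence over plate mean plus 4 SD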;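 also: Nile Red retained in pooled yeast measured as flow cytometry median fluorescence; 0% = buffer negative control and 100% = Enniatin B positive control; higher means more Nile Red kept so more efflux inhibition; some compounds called inactive have numbers as strong as hits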
# ZTA counter – blocks Epstein-Barr virus ZTA, an EBNA-1 counter-screen; P03206; ZTA-DNA binding, fluorescence polarization; inhibition, % at 11 µM; 320,000 compounds, 0.15% hits; AID 2234; in the data active = inhibition above about 33%
# Target sequence (P03206 whole entry, looked up): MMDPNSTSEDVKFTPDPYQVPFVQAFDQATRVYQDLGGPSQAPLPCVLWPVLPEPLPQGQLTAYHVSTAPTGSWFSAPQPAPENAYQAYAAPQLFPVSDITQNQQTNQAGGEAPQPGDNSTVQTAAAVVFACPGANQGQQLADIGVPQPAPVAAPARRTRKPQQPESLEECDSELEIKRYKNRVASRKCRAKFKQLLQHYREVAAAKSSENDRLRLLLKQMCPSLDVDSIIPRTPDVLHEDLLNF
# MCL1-BIM inh – MCL1-BIM-BH3 interaction inhibition (human); Q07820; GST-MCL1 / FITC-Bim-BH3 fluorescence polarization; inhibition, % at 10.9 µM; 320,000 compounds, 0.68% hits;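 active = inhibition above the mean inhibition of all tested compounds plus 3 SD, set per campaign, cut at about 40% in these data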;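 also: 0% = DMSO wells and 100% = unlabeled Bim-BH3 peptide control; higher means more loss of mP so more displacement of Bim peptide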
# Target sequence (Q07820 whole entry, looked up): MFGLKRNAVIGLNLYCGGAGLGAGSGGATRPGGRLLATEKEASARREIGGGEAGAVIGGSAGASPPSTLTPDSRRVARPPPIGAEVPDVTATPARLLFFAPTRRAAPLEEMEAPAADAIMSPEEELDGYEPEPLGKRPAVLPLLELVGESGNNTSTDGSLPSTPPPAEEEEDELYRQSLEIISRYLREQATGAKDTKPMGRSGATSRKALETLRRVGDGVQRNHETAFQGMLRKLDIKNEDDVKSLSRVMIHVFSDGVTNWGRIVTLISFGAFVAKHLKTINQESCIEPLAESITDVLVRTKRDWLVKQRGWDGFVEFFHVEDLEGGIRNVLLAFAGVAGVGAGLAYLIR
# An asterisk follows results filed as active; x = not tested or not shown.
molecule	MEX-5 binding	GLD-1 TGE inh	Yeast superoxide	EBNA-1 inh	Fam108B inh	BCLXL inh	Efflux pump mplx	ZTA counter	MCL1-BIM inh
CCOc1ccc(CN2CCN(Cc3cccn3-c3nccs3)CC2CCO)cc1 (centres undefined)	-0.5	3	92	-3	0	1	-0.1	-13	2
CCC(C)[C@@H](N)C(=O)N/N=C/c1ccc2ncccc2c1 (some centres undefined)	-3.8	2	80	4	1	1	-0.2	-7	9
NS(=O)(=O)c1ccccc1NC(=O)c1c(O)c2ccccc2[nH]c1=O	0.4	-6	89	-2	3	9	0.0	-7	6
COc1ccccc1CCNC(=O)C(=O)c1cn(CC(=O)N2CCCC2)c2ccccc12	-0.2	-2	101	5	1	-1	-1.3	1	2
c1ccc(-c2cc(N3CCOCC3)nc(-c3ccccc3)n2)cc1	-0.1	11	119	2	4	4	0.0	-6	2
O=C(Nc1nccs1)C1CC(=O)N(Cc2ccco2)C1 (centres undefined)	-2.0	5	103	-7	3	-2	-0.2	-3	0
O=C(CSc1nnc(C2COc3ccccc3O2)o1)N1CCCCC1 (centres undefined)	-2.4	0	101	2	1	4	-0.1	7	-3
CCOc1ccc(-c2nc(CCl)cs2)cc1OC	0.1	1	84	-1	1	0	-0.2	-12	-6
CC(=O)c1cc(CN2CCCCC2)cc(OC(C)C)c1	0.9	2	90	-1	2	3	-0.1	-5	4
C[C@@H]1NC(=O)[C@H](CCCN=C(N)N)NC(=O)c2cc([N+](=O)[O-])cc(I)c2OCC[C@@H](C(=O)NC(CC(=O)O)C(N)=O)NC1=O (some centres undefined)	0.5	-2	x	-4	3	9	x	-5	4
COc1cc2c(cc1OC)C(C)N(C(=O)c1cccs1)CC2 (centres undefined)	-1.8	5	105	-2	4	6	0.1	-2	-2
CCNC(=O)c1sccc1-n1cccc1	1.2	5	99	-11	2	0	0.1	8	0
C=CCSc1ncc(C#N)c(N)n1	0.5	-2	123	-12	-3	6	0.3	-2	10
Cc1cccc(-n2c(SCC(=O)Nc3nonc3C)nnc2-c2ccoc2C)c1	1.2	-2	115	-7	4	2	0.3	18	2
CCOc1ccc(S(=O)(=O)N2CCC(C(=O)NCc3ccncc3)CC2)cc1C	0.8	2	115	-5	6	-5	-0.1	-3	-1
O=C1c2ccccc2-c2c1cccc2C(=O)N1CCCCCC1	0.7	2	104	12	3	4	0.1	0	3
CC(C)CN=C(NS(=O)(=O)c1ccccc1)C(Cl)(Cl)Cl	0.4	2	96	6	-1	8	0.3	3	11
CCOc1ccc(C(=O)CCC(=O)O)cc1	-2.0	-4	120	0	1	5	0.0	10	2
CCCOc1cccc(-c2cc(C(=O)NNC(=S)NCC)c3ccccc3n2)c1	-2.5	12	102	11	2	-1	0.0	11	0
FC(F)(F)c1cccc(Sc2cc(C(F)(F)F)nc(-c3ccccn3)n2)c1	0.7	6	102	-9	0	0	0.2	0	4
Cc1ccc(-n2nc3c(c2NC(=O)c2ccc4c(c2)OCO4)CS(=O)C3)cc1 (centres undefined)	-1.5	-1	103	6	3	0	0.0	0	2
Cc1c(C)c2cc(Cl)c(OCc3nn[nH]n3)cc2oc1=O	-1.6	1	100	-5	1	1	-0.1	5	-2
COc1ccc(NC(=O)c2cccc(NC(=O)c3ccccc3)c2)cc1	0.4	0	90	68*	-9	6	-0.1	-13	9
CCc1sc(C(=O)NC2CCN(C)CC2)cc1Br	0.7	1	95	8	-5	-10	-0.1	7	-6
COc1ccccc1N1CCN(C(=O)c2ccc3c(c2)CCN3S(C)(=O)=O)CC1	-2.8	1	106	7	-3	3	0.2	-1	-3
Cc1ccc(CS(=O)Cc2ccc(C(=O)NCc3ccc4c(c3)OCO4)o2)cc1 (centres undefined)	1.0	1	80	7	1	10	0.0	8	4
Nc1nonc1-n1nnc(C(=O)N/N=C/C=C/c2ccccc2)c1CSC1=NCCS1	0.9	1	92	-13	0	7	0.0	6	-1
Cc1ccc(-n2nnnc2C(=Cc2ccc(N(C)C)cc2)c2nnnn2-c2ccc(C)cc2)cc1	1.3	2	100	-1	2	2	0.1	1	3
CC(C)CCNC(=O)CN(Cc1cccs1)C(=O)CCC(=O)Nc1nccs1	0.0	0	103	-18	-2	-1	0.1	-15	1
O=C(O)c1cc(-n2nnnc2SCc2ccc([N+](=O)[O-])cc2)ccc1Cl	-0.8	-5	101	3	1	3	0.0	0	14
O=C(NCCN1CCOCC1)c1cc([N+](=O)[O-])cc([N+](=O)[O-])c1	-1.3	-3	104	-2	4	1	0.0	2	5
CCc1ccc(NC(=O)CCNC(=O)Cn2ccc3ccccc3c2=O)cc1	-2.6	1	88	-3	-3	4	0.1	3	3
COc1ccccc1NS(=O)(=O)c1ccc(N/N=C/c2ccccc2OCC(=O)O)c([N+](=O)[O-])c1	2.2	94*	88	5	8	136*	-0.2	7	141*
COc1ccc(NC(=O)C2CC2)cc1NS(=O)(=O)c1ccc(F)cc1	1.7	10	101	-14	-3	4	-0.1	-18	-3
N/C(CN1CCCC1=O)=N\OC(=O)c1ccc(Cl)c(Cl)c1	-1.2	7	100	-8	2	3	-0.1	-8	7
O=C(Nc1cccc(O)c1)c1cc(-c2cccs2)on1	-1.8	2	82	-11	-6	8	0.2	0	1
COC(=O)Cn1c(=NC(=O)CSCC(=O)NC2CCCCC2)sc2cc(OC)ccc21	-0.1	-7	87	-2	0	2	0.0	0	3
O=C(c1ccccc1)N1CCN(C2CC(=O)N(CCc3ccccc3)C2=O)CC1 (centres undefined)	-2.6	-7	103	-13	0	6	0.0	-6	2
CCN(C(=O)C1CCCN1S(=O)(=O)c1cccc2nsnc12)c1ccccc1 (centres undefined)	2.6	-1	103	-21	-5	-2	0.1	-14	-6
Cn1c(COc2ccc(Cl)cc2Cl)nnc1SCC(=O)NCC1CCCO1 (centres undefined)	-2.1	6	121	-11	-1	-1	0.4	-3	-4
CN(CC(=O)Nc1c(Cl)cccc1Cl)C(=O)CNC(=O)c1ccc2c(c1)OCO2	-0.3	3	105	1	5	-3	0.0	3	-2
COC(=O)c1c(S(=O)(=O)N2CCOCC2)c(C)n(C)c1C	0.8	0	110	4	0	-1	0.0	9	-7
Cc1cccc(N2C(=O)CC(c3ccc(F)cc3)C3=C2COC3=O)c1 (centres undefined)	2.5	-3	84	1	-2	4	-0.1	18	2
CCCN1C(=O)c2ccccc2NC1c1cc(OC)c(OC)c(OC)c1 (centres undefined)	1.3	8	74	11	0	1	-0.1	3	-2
Cc1ccc(CCNC(=O)C2CCC(=O)N2CCc2ccccc2)cc1 (centres undefined)	0.0	1	104	1	3	4	-0.2	-11	2
Cc1ccc(OCCN2C(=O)C(=O)c3cccc(C)c32)cc1	-1.5	2	111	-3	-1	0	-0.2	-7	5
CC(C)c1ccc(NC2CCCN(C(=O)CN3CCOC3=O)C2)cc1 (centres undefined)	1.0	1	110	-1	-2	-1	0.1	-12	7
COC(=O)C1=C(C)N(c2ccc(OC)c(OC)c2)C(=O)/C1=C\c1cccs1	-1.2	-11	96	-15	3	3	-0.1	1	10
CCOC(=O)c1c(N2C(=O)Nc3ccccc3N2O)sc2c1CCCC2	1.7	1	106	8	6	2	0.0	23	7
O=C(Nc1cccc(C(=O)N2CCCc3ccccc32)c1)c1ccccc1	-2.4	-3	108	-26	-2	2	0.3	-2	4

# Continued:
molecule	MEX-5 binding	GLD-1 TGE inh	Yeast superoxide	EBNA-1 inh	Fam108B inh	BCLXL inh	Efflux pump mplx	ZTA counter	MCL1-BIM inh
CC(C)c1[nH]nc2c1C(c1cccc(OC(=O)N3CCOCC3)c1)C(C#N)=C(N)O2 (centres undefined)	0.5	3	77	-4	-2	11	-0.2	-4	3
CC(C)C(NS(=O)(=O)c1cccc(C(F)(F)F)c1)C(=O)N1CCc2ccccc2C1 (centres undefined)	0.2	4	101	-10	1	-4	0.0	2	-7
CCOC(=O)c1oc2ccccc2c1NC(=O)COC	-0.8	6	105	-9	0	-4	0.3	-19	-3
O=[N+]([O-])c1cc(S(=O)(=O)C(F)(F)F)ccc1NCC1CCCO1 (centres undefined)	0.6	12	109	-1	2	5	0.2	5	2
CCOC(=O)Cn1c(=O)c2c(nc(N3CCOCC3)n2C)n(C)c1=O	-2.2	0	77	9	1	8	-0.1	-8	7
C=CCOc1c(CNc2ccc3[nH]c(=O)[nH]c3c2)cccc1OC	-4.5	3	96	7	-4	5	0.0	-15	5
CCOC(=O)c1c(C)nc2ccccn12	-1.4	6	98	-4	2	-1	-0.2	-7	-1
COc1ccccc1OCc1n[nH]c(=S)n1Cc1ccccc1	0.0	1	94	1	-2	-18	0.0	11	-31
NC(=O)CC(NC(=O)Cc1cccc2ccccc12)c1ccc(NC2CCCCCC2)c([N+](=O)[O-])c1 (centres undefined)	0.7	-2	105	-8	-4	-7	0.1	1	-12
Nc1nnc(SCC(=O)NC23CC4CC(CC(C4)C2)C3)s1	0.0	5	102	-3	2	5	0.1	2	5
C=CCN1C(=O)/C(=C2/Sc3ccccc3N2C)SC1=Nc1c(C)n[nH]c1C	-0.3	-6	107	0	6	5	0.1	-7	9
CC1(CC(=O)NNC(=O)Nc2ccccc2)OCCCO1	1.0	0	94	8	2	5	0.0	1	4

# Among those listed so far, 7 have a thiophene ring, fused or not.
molecule	MEX-5 binding	GLD-1 TGE inh	Yeast superoxide	EBNA-1 inh	Fam108B inh	BCLXL inh	Efflux pump mplx	ZTA counter	MCL1-BIM inh
COc1cc2c(cc1OC)C(C)N(C(=O)c1cccs1)CC2 (centres undefined)	-1.8	5	105	-2	4	6	0.1	-2	-2
CCNC(=O)c1sccc1-n1cccc1	1.2	5	99	-11	2	0	0.1	8	0
CCc1sc(C(=O)NC2CCN(C)CC2)cc1Br	0.7	1	95	8	-5	-10	-0.1	7	-6
CC(C)CCNC(=O)CN(Cc1cccs1)C(=O)CCC(=O)Nc1nccs1	0.0	0	103	-18	-2	-1	0.1	-15	1
O=C(Nc1cccc(O)c1)c1cc(-c2cccs2)on1	-1.8	2	82	-11	-6	8	0.2	0	1
COC(=O)C1=C(C)N(c2ccc(OC)c(OC)c2)C(=O)/C1=C\c1cccs1	-1.2	-11	96	-15	3	3	-0.1	1	10
CCOC(=O)c1c(N2C(=O)Nc3ccccc3N2O)sc2c1CCCC2	1.7	1	106	8	6	2	0.0	23	7

# Random draw from the library; 2.3% or so of the library scored in one or more.
